From PubChem
ABCB6 inh 2 – blocks the human ABCB6 transporter; fluorescence ratio to DMSO, % at 10 µM; 0.19% of 360,000 active; K562-ABCB6 porphyrin accumulation, flow cytometry, 1 h; hits give low values; Q9NP58;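 active means fluorescence ratio to DMSO below 75%, the collection mean minus 3 SD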;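 further: signal is porphyrin accumulated inside mitochondria; 100% equals median channel fluorescence of DMSO control wells; lower ratio means ABCB6 inhibition with less porphyrin fluorescence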
Target sequence (Q9NP58 whole entry, looked up): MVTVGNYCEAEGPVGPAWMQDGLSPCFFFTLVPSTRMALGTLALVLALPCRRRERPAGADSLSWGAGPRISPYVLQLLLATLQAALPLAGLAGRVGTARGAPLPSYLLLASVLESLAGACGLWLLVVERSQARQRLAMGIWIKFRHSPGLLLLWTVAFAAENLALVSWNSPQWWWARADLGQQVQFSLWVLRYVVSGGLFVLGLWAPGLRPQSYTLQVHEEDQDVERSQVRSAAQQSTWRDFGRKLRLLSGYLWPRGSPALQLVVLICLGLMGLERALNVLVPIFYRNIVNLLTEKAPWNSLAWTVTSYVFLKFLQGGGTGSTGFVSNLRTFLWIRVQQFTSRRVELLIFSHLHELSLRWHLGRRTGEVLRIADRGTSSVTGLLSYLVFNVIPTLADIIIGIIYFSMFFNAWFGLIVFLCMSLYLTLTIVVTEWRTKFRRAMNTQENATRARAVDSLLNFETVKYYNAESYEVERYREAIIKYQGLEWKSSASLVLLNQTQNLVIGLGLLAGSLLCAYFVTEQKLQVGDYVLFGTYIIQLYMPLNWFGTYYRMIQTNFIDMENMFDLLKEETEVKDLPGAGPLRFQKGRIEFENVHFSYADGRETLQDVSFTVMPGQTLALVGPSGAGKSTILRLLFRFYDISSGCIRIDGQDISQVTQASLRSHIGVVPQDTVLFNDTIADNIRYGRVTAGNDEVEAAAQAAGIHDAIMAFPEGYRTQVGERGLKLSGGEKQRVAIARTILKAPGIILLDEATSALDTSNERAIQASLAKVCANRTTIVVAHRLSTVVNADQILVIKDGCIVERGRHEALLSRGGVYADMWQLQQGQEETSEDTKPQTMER
CaV13 ICDI inh – Disruptors of the CACNA1D IQ motif to Ca2+-dependent inactivation inhibitor domain association, primary screening, Förster resonance energy transfer in intact living …; HEK cells, CFP/YFP FRET ICDI-IQ, plate reader, 10 min; percent FRET-ratio fall versus neutral wells; inhibition, % at 12.3 µM; 0.098% of 340,000 active;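 active means mean replicate inhibition of at least 30% and at least 1% of replicates passing that level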;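 further: 0% = median of the neutral control wells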
MC4R antag cAMP – antagonists of human melanocortin 4 receptor (MC4R) | P32245 | MC4R-expressing cells, MTII-stimulated cAMP, LANCE TR-FRET | inhibition, % at 6.5 µM | 0.48% of 360,000 active;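 active means inhibition above its plate's cutoff, the mean of tested wells on that plate plus 3 SD, cut at about 29% in these data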;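 further: 0% = Melanotan II alone and 100% = Melanotan II plus saturating MCL0020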
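Material: U2OS-MC4R stable cell line | Reagent: Melanotan II challenge after compound preincubation | Doses: One concentration, 6.5 µM nominal | Incubation: 30-min compound preincubation, 1-h Melanotan II challenge, 1-h detection, room temperature | Signal: TR-FRET cAMP assay | Replicates: One well per compound, no replicates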
Cardio protect – modulators protecting cardiomyocytes from myocardial damage; 0.63% of 360,000 active; H9c2 cardiomyocytes, H2O2 injury protection, ATPLite, 2 h; AID 588492; protection from H2O2 cell death, % at 20 µM;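 active means compounds giving at least 50% protection of heart cells from peroxide-induced death in the single-dose screen, raw or plate-pattern-corrected value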;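 further: 0% = DMSO wells with peroxide and 100% = DMSO wells without peroxide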
HTR2A ag – mouse HTR2A agonism via beta-arrestin recruitment. 0.66% of 360,000 active. activation, % at 7.6 µM. CHO-K1 mHTR2A beta-arrestin complementation, luminescence; percent of 30 µM serotonin response. AID 624169;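 active means activation above a run cutoff, the mean activation of all tested compounds plus 3 SD, cut at about 14% in these data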;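 further: 0% = plate median of compound wells and 100% = 30 µM serotonin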
PDI inh – inhibitors of human protein disulfide isomerase. P07237. PDI insulin aggregation turbidity, A650, 90 min. inhibition, % at 10 µM. 0.052% of 350,000 active. AID 588391;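 active means mean inhibition across replicates of 30% or more, whatever share of single replicates reach that level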;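 further: absorbance from insulin aggregation driven by PDI reduction with DTT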
N-glyco inh – blocks N-linked glycosylation in D54 reporter cells | reporter increase, % at 12.5 µM | D54 ERlucT glycosylation luciferase reporter, 24 h; percent of 100 nM tunicamycin response | 0.23% of 360,000 active;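 active means mean luciferase reporter signal, scaled so untreated is 0 and the glycosylation-blocking control 100, at or above a set limit in every replicate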;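 further: luciferase carries N-glycosylation sites so blocking glycosylation raises the light; 0% = median of neutral control wells and 100% = median of 100 nM tunicamycin wells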
Granule exo inh – blocks lytic granule exocytosis. AID 651702. TALL-104 LAMP-1 surface exposure, flow cytometry; cells stimulated with thapsigargin and PMA. inhibition, % at 10 µM. 0.66% of 360,000 active;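 active means inhibition above about 55%, limit read from the data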
MC4R ag barr – activates human MC4R beta-arrestin recruitment; P32245; U2OS MC4R beta-arrestin complementation, luminescence; percent of melanotan II response, DMSO zero; activation, % at 8.9 µM; 0.98% of 360,000 active; AID 540308;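 active means activation above a per-plate cutoff, the mean activation of sample wells on that plate plus 3 SD, cut at about 8% in these data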
ABHD5-PLIN5 inh – inhibitors of human ABHD5-perilipin-5 interaction. Split G. princeps luciferase complementation, luminescence, 4 h. inhibition, % at 4 µM. 0.78% of 360,000 active. AID 602281;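 active means inhibition above the mean inhibition across every tested compound plus 3 SD, cut at about 22% in these data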;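 further: 0% = DMSO only wells and the 100% control is not disclosed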
* = called active by the depositor; . = no result given.

Order of results – ABCB6 inh 2	CaV13 ICDI inh	MC4R antag cAMP	Cardio protect	HTR2A ag	PDI inh	N-glyco inh	Granule exo inh	MC4R ag barr	ABHD5-PLIN5 inh
CCC(C)NC(=O)C1(O)c2cc(Br)ccc2NC(=O)N1c1cccc(OC)c1 (centres undefined)
→ 93	-17	5	-2	0	4	2	6	-1.4	-1
COc1cc(C(=O)NCc2nnc(SCC(=O)Nc3ccc4c(c3)OCO4)o2)cc(OC)c1OC
→ 100	-5	-6	0	-2	-7	2	-1	-2.5	-5
CCOC(=O)c1ccc(NS(=O)(=O)c2cc(-c3nnnn3C(C)C)ccc2OC)cc1
→ 93	-4	-4	16	2	1	0	0	1.9	-4
CCOc1ccccc1OC(=O)c1ccco1
→ 101	-5	2	-4	6	4	2	4	1.7	10
O=c1c2cc(NC(=S)NC3CC3)ccc2nc2n1CCCCC2
→ 98	-17	-1	0	-3	-3	0	0	0.3	0
COc1ccc(NC(=O)c2cc(C3CCCCN3S(=O)(=O)c3ccc(F)cc3F)on2)c(C)c1 (centres undefined)
→ 101	-5	20	8	-2	-7	-3	-8	-0.7	-3
Cc1ccc(S(=O)(=O)N2CCC[C@H]2C(=O)NCc2ccccc2Cl)cc1
→ 93	-4	5	-4	-5	9	-2	0	-3.1	-7
OCC1OC(c2ccc(O)cc2O)C(O)C1O (centres undefined)
→ 98	-12	.	.	2	.	.	-16	.	8
Cc1ccc([N+](=O)[O-])cc1NC(=O)CSc1n[nH]c(-c2cccnc2)n1
→ 100	-7	16	4	-2	-4	0	-3	-2.0	-1
COC(=O)[C@@]12CCCN1[C@H](c1ccc(-c3ccc(OC)cc3)c(OC)c1)[C@H]1C(=O)N(C)C(=O)[C@H]12
→ 100	-11	3	2	-8	-3	1	-10	-0.9	-7
CC1CC(C)CN(S(=O)(=O)N2CCCC(C(=O)NC3CCCCC3)C2)C1 (centres undefined)
→ 102	-6	13	-1	-8	-1	3	0	-0.7	-5
O=C(Nc1nccs1)c1ccc(Cl)s1
→ 93	8	2	-2	-1	-3	-2	-4	-0.5	8
COc1ccc(-c2ccc3c(c2)c(-c2cccs2)c(-c2cc(OC)cc(OC)c2)n3C)cc1
→ 98	-6	-2	-5	1	-8	-2	7	-1.5	1
Cc1ccc(S(=O)(=O)NCCCNS(=O)(=O)c2ccc(C)cc2)cc1
→ 99	-6	11	-10	-5	2	-2	5	0.3	-3
N#CCCn1cc(/C=N/NC(=O)c2ccncc2)c(-c2ccccc2)n1
→ 98	-10	-3	-1	4	12	2	-3	-2.7	-2
CSCCC(C(=O)OCC(=O)c1ccc(C)c(C)c1)N1C(=O)c2ccccc2C1=O (centres undefined)
→ 94	-3	-6	-6	1	-3	2	-2	-1.6	1
CCc1ccc(C(=O)CSc2nc(C)cc(=O)[nH]2)cc1
→ 99	-5	-8	10	2	-7	3	2	1.1	0
COc1ccc(NC(=O)c2cc(-c3ccco3)on2)cc1
→ 98	-7	-4	0	-2	-4	0	4	-1.6	1
C[C@H](NC(=O)N1CCn2c1nc1ccccc12)C(=O)NC1CCCCC1
→ 96	-3	4	2	6	6	6	-9	-0.3	1
COC(=O)c1ccc(Cn2cnc3c(cnn3-c3ccc(F)cc3)c2=O)o1
→ 101	-5	15	-13	-1	5	2	0	-0.6	-2
COc1cc(/C=C(\C#N)c2[nH]nc(N)c2C#N)cc(OC)c1O
→ 107	-5	-53	17	-2	-4	-6	-1	-0.2	6
COc1ccccc1CC(=O)Nc1cccc(F)c1
→ 98	5	5	6	-2	-6	-2	-7	-1.5	-5
COc1ccc(CN2CCCC(C(=O)c3cccc(C(F)(F)F)c3)C2)cc1O (centres undefined)
→ 94	-4	-3	-3	-2	4	-1	-2	-3.4	7
COc1ccc(-c2cc(C)no2)cc1S(=O)(=O)N(C)c1cccc(C)c1
→ 98	-6	-5	-6	-6	2	-1	18	-0.6	-9
CC1(C)CC(CCNS(=O)(=O)c2ccccc2)(c2ccccc2)CCO1 (centres undefined)
→ 100	-3	3	-6	1	-8	-3	3	-1.6	3
Cc1cc(C)n(-c2nncn2NC(=O)c2ccc(Cl)cc2O)n1
→ 96	-6	2	1	-5	-9	3	-2	-1.2	-1
COc1cccc2cc(S(=O)(=O)c3ccccc3)c(=Nc3ccc4c(c3)OCCO4)oc12
→ 94	-5	10	-8	2	5	-3	-2	-0.7	-1
O=C(COC(=O)C1CCC1)Nc1cc(S(=O)(=O)N2CCCCC2)ccc1Cl
→ 100	-7	0	-2	-7	7	2	2	-4.9	1
Cc1ccc(N(CCC(=O)O)S(=O)(=O)c2ccc(C)cc2)cc1
→ 87	-15	7	5	1	12	3	-6	-2.3	-1
O=C1Nc2ccccc2/C1=N/c1sc2c(c1C(=O)NCCc1ccccc1)CCCC2
→ .	-7	-3	12	3	-6	1	0	2.8	-7
O=C(CCCN1C(=O)/C(=C/c2ccccc2Cl)SC1=S)Nc1cccnc1
→ 101	.	0	-8	0	-3	1	2	-3.6	-8
O=C(Nc1cccc(-c2ccc(N3CCOCC3)nn2)c1)c1cccc(Cl)c1
→ 96	-13	16	12	-2	8	-4	-1	1.9	-5
CC(C)CC(=O)N1CCN(Cc2ccc3c(c2)OCO3)CC1
→ 102	.	3	2	19*	-2	0	-4	1.9	0
CCSc1nc2c(c(=O)n1-c1ccc(F)cc1)SCC2
→ 96	-5	6	-1	2	-26	-1	-5	2.7	8
COc1ccc(C2C(=O)N(CCc3ccccc3)CC(=O)N2C2CCCC2)cc1 (centres undefined)
→ 104	-6	8	7	-5	3	-1	-2	-1.1	-6
O=C(Nc1ccc(F)cc1)Nc1cnccn1
→ 100	-8	6	-2	2	-1	0	0	-3.4	-2
CC(C)(C)c1cc(C(=O)C[n+]2ccc(C(=O)NCCCO)cc2)cc(C(C)(C)C)c1O
→ 98	17	6	-5	-2	-10	0	1	0.2	5
NC(=S)N/N=C/c1ncc(C(F)(F)F)cc1Cl
→ 97	.	-7	31	-2	-8	-7	50	-3.6	-12
COc1ccc(NC(=O)CCN2CCN(S(=O)(=O)c3ccc(F)cc3)CC2)cc1
→ 99	-2	1	5	-2	6	-1	-2	-1.9	3
CCn1nc(NC(=O)CC(C)C)c2cc3cccc(C)c3nc21
→ 97	-3	10	5	-4	1	4	3	-0.3	7
Cn1c(=O)c2[nH]c(Cc3cccc(O)c3)nc2n(C)c1=O
→ 98	-4	-2	24	-5	13	3	1	1.6	-2
CCN(CC)CCn1cnc2c([nH]c3cccc(OC)c32)c1=O
→ 95	-7	11	-1	5	-1	1	-7	-1.0	2
O=C(NNC(=O)c1cc(-c2cccnc2)nc2ccccc12)Nc1ccc(Cl)cc1
→ 95	10	12	-4	-5	-3	0	47	-2.2	-11
Cc1ccccc1Nc1nc(N)nc(COC(=O)[C@@H](NC(=O)c2ccccc2Cl)C(C)C)n1
→ 97	-6	2	1	4	-5	-2	-2	-4.2	14
CCCCn1c(N)c(N(CC(C)C)C(=O)C2CCN(C(=O)c3ccc(Cl)cc3)CC2)c(=O)[nH]c1=O
→ 99	-6	12	3	7	-4	2	-4	1.8	-1

Among those listed so far, these have a cyano group.
Order of results – ABCB6 inh 2	CaV13 ICDI inh	MC4R antag cAMP	Cardio protect	HTR2A ag	PDI inh	N-glyco inh	Granule exo inh	MC4R ag barr	ABHD5-PLIN5 inh
N#CCCn1cc(/C=N/NC(=O)c2ccncc2)c(-c2ccccc2)n1
→ 98	-10	-3	-1	4	12	2	-3	-2.7	-2
COc1cc(/C=C(\C#N)c2[nH]nc(N)c2C#N)cc(OC)c1O
→ 107	-5	-53	17	-2	-4	-6	-1	-0.2	6

The listing continues:
Order of results – ABCB6 inh 2	CaV13 ICDI inh	MC4R antag cAMP	Cardio protect	HTR2A ag	PDI inh	N-glyco inh	Granule exo inh	MC4R ag barr	ABHD5-PLIN5 inh
Cc1ccc(-c2nc3ccc(Cl)cc3c(=O)n2O)cc1
→ 103	-18	-3	15	7	-9	1	1	2.3	-4
O=C1CN(C(=O)c2ccccn2)c2ccccc2N1
→ 85	0	-1	1	-2	-4	0	2	-0.9	-2
CC(C)Oc1ccc(C(=O)Nc2ccc([N+](=O)[O-])cc2)cc1
→ 96	-1	11	-11	5	6	-4	-2	1.3	-1
COc1ccc(C2=NOC(COC(=O)c3ccc4ccccc4n3)C2)cc1 (centres undefined)
→ 99	-19	16	-1	-5	-3	3	7	-1.0	-2
N#Cc1nc(COc2cccc(Cl)c2)oc1N1CCN(c2ccccc2)CC1
→ 97	-9	1	-5	-3	2	2	-1	0.1	-9
Cc1cc(NC(=O)CSc2nc3c(c(=O)n2-c2ccc(Cl)cc2)SCC3)no1
→ 99	-5	7	-5	-2	4	5	-2	-0.8	0
O=C(NCc1ccc2c(c1)OCO2)c1nc(S(=O)(=O)Cc2ccccc2)ncc1Cl
→ 53*	-6	1	-19	-2	-14	-18	35	-5.7	54*
Nc1nccnc1C(=O)OCC(=O)C12CC3CC(CC(C3)C1)C2
→ 98	-8	5	-1	-3	-1	1	3	0.8	5
CN(Cc1ccc(F)cc1)C(=O)C(Cc1ccccc1)NC(=O)c1ccccc1 (centres undefined)
→ 94	-1	-1	46	-1	-12	0	-2	-1.2	-8
Cc1ccc(C2C3CN(C(C)C)CC=C3C(C#N)=C(N)C2(C#N)C#N)cc1 (centres undefined)
→ 163	-9	8	24	-5	0	-1	-1	-4.2	2
Cc1nc(SCC(=O)NCc2ccco2)[nH]c(=O)c1C
→ 108	-10	1	-2	5	-1	3	-1	0.0	1
CCc1ccc(CN(C(=O)c2ccco2)C2CCS(=O)(=O)C2)cc1 (centres undefined)
→ 95	-2	6	-2	11	-3	1	-9	-1.6	13
CC(=O)NC(=S)Nc1sc2c(c1C(N)=O)CCC(C)C2 (centres undefined)
→ 104	5	8	-7	-2	0	-2	-3	-0.9	2
O=C(COc1ccc(-c2nnco2)cc1)N1CCN(S(=O)(=O)c2ccccc2)CC1
→ 87	-5	7	4	-2	-34	-1	-1	-0.5	-4
CCC1(CC)NC(=O)N(CC(=O)OCC(=O)NC(=O)c2ccc(Cl)cc2)C1=O
→ 103	-2	7	-3	-1	-3	0	-3	-1.6	0
CC(c1ccccc1)N1CNc2c(c(=O)n(C)c(=O)n2C)C1 (centres undefined)
→ 103	.	8	11	-1	1	1	10	0.2	5
Oc1ccccc1-c1nc(NCc2ccccc2)c2ccccc2n1
→ 101	-21	2	-14	-4	1	7	-11	12*	8
COCCn1c(=NC(=O)CCS(=O)(=O)c2ccccc2)sc2c(OC)ccc(OC)c21
→ 100	-10	5	20	-2	-5	-5	-8	0.9	5
C[C@@H]1CN([C@@H](C)CO)C(=O)CCCn2nncc2CO[C@@H]1CN(C)C(=O)Nc1cccc2ccccc12
→ 93	-5	21	6	-2	-3	0	0	1.3	-1
Nc1nonc1-n1nnc(C(=O)N/N=C/c2ccc(O)cc2)c1COc1ccc(F)cc1
→ 90	-5	11	1	-5	-1	2	0	7.4	3
COc1ccc(-c2nnc(SCC(=O)N(C)C3CCS(=O)(=O)C3)n2N)cc1OC (centres undefined)
→ 96	-5	12	3	-2	-2	1	-1	-3.5	-2
Cc1ccccc1Cn1cc(NC(=O)c2nc3ncccn3n2)cn1
→ 94	-8	3	2	9	-5	0	1	-1.0	2

Not a hit list; about 4.2% have a hit in one of these screens.
